# S3 lipid droplet = qHTS Assay for Lipid Storage Modulators in Drosophila S3 Cells; Drosophila S3 cells, BODIPY lipid droplet fluorescence, 18-24 h; cells fed with added oleic acid; Potency in µM for hits, for the others lipid storage change, negative = inhibition, % at the top dose, mostly 46.1 µM; actives 0.64% (n = 320,000); AID 2685, 2010; active means well fitted inhibition curve with a large enough effect in the signal ratio, with a control signal flat, not every such curve was filed as active; inconclusive means small, poorly fitted or top-dose-only effect, or effect the other way, or a change in a side signal; the % refers to the signal ratio
#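 Laser-scanning cytometry quantifies lipid droplet accumulation (500–530 nm total intensity; droplet/cell object ratio) in oleic acid-fed (400 uM added) Drosophila S3 cells treated with a concentration series. 20 uM Triacsin C defined 100% inhibition.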
# S3 lipid droplet cell count max = recorded beside S3 lipid droplet, whose call it bears; cell number change, %; measured here: cell count max response;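 cells counted by Cell Tracker Red CMTPX staining in the red channel; peak over a dose series mostly up to 46.1 µM; percent activity relative to internal control wells on each plate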
# Starred values were filed as active, the others as inactive; i = inactive; ? = inconclusive; . = not tested or not shown. On the % scale 0 is the no-effect control and ±100 the full control effect; potency means the concentration at half of the fitted maximal effect.
S3 lipid droplet	S3 lipid droplet cell count max	Compound
?	.	CC(C)(C)OC(=O)N[C@@H](COCc1ccccc1)C(=O)N[C@@H](CO)[C@H](O)[C@@H]1C[C@@H]1C(=O)NC1CCCCC1
?	.	COCCn1c(SCC(=O)Nc2ccc(Cl)c(S(=O)(=O)N(C)C)c2)nc2ccccc21
?	.	Cc1ccc2[nH]c(C(=O)Nc3ccc(F)cc3)cc2c1
0%	-15	CCOC(=O)CCn1nc(-c2ccc(Cl)cc2)cc1N
-11%	-2	Oc1ccc2[nH]ccc2c1
?	.	CC(CN(C(N)=O)c1ccccc1O)C(=O)O (stereo unspecified)
?	.	O=c1oc2ccccc2c(Nc2ccc3ccccc3c2)c1[N+](=O)[O-]
?	.	Cc1ccc(-n2ncc3c2CCCC3NC(=O)CCC2=NNC(=O)CC2)cc1C (stereo unspecified)
?	.	S=C(Nc1ccc(Cl)c(Cl)c1)N1CCN(c2ccccn2)CC1
i	.	Cc1cc(C)n2c(SCC(=O)Nc3ccc(F)cc3F)nnc2n1
?	.	CCOc1ccc(/C=N/NC(=O)C(O)c2ccccc2)c(O)c1 (stereo unspecified)
i	16	Fc1ccc(CSc2nnc(-c3ccccn3)o2)cc1
-3%	-18	Cc1cccc(C(=O)NC2CC(C)(C)NC(C)(C)C2)c1
-7%	-7	C/C(=N\NC(=S)Nc1cccc(C)c1)c1cc2ccccc2o1
?	.	O=S(=O)(c1cccc(C(F)(F)F)c1)N1CCN(c2cnccn2)CC1
-2%	7	CCn1nnnc1SCC(=O)NC1Cc2ccccc2C1
-21%	0	Cc1cc(NC(=O)c2ccc(S(=O)(=O)N3CCOCC3)cc2)nc2c1c(=O)oc1ccccc12
-10%	5	COc1cc2c(cc1NC(=O)C(C)Sc1ccc(C)cc1)oc1ccccc12 (stereo unspecified)
?	.	O=C(Cn1ncc2ccccc21)N1CCc2ccccc21
?	.	CC(=O)c1ccc(S(=O)(=O)N2CCC3(CC2)OCCO3)cc1
-9%	-6	O=C(CN1C(=O)c2ccc([N+](=O)[O-])cc2C1=O)NCCC1=CCCCC1
?	.	CCOC(=O)N1CCC(NC(=O)c2oc3c(c2C)-c2[nH]ncc2CC3)CC1
?	.	O=C(Nc1ccc(C(=O)O)cc1)/C(=C\c1ccc(F)cc1)NC(=O)c1ccco1
?	.	CCn1c(SCc2nc3ccccc3c(=O)[nH]2)nnc1C(C)NC(=O)c1ccccc1 (stereo unspecified)
5%	-4	CC(CSc1nnnn1-c1ccccc1)Cn1c(N2CCN(C)CC2)nc2c1c(=O)[nH]c(=O)n2C (stereo unspecified)
?	.	CC(=O)Nc1ccc(OC(=O)c2cccnc2)cc1
-12%	-21	O=C(c1ccc(Cn2c(=O)[nH]c3ccccc3c2=O)cc1)N1CCN(c2ccc(Cl)cc2)CC1
-3%	16	COc1ccc(/C=C/c2nnc(NC(C)=O)s2)cc1
-8%	6	NC(=O)C1=C[C@H](C2CCCCC2)C[C@H](OCc2ccc(CO)cc2)O1
?	.	Cc1sc2ncnc(NCC(C)(C)N3CCOCC3)c2c1C
i	.	Cc1c(C#N)c(NC(=O)c2cccc(Cl)c2)n(Cc2ccccc2)c1C
?	.	O=C1c2ccccc2-c2c1nc1c([n+]2[O-])CCCC1
?	.	Cc1cc(C)nc(Sc2nc(Cl)nc(N(c3ccccc3)c3ccccc3)n2)n1
?	.	O=[N+]([O-])c1ccc(S(=O)(=O)Nc2ccncc2)cc1
?	.	O=C(COc1ccccc1)Nc1nc(-c2ccncc2)cs1
5%	.	Cn1c(Cn2cnc(Cl)c2Cl)nc2ccccc21
-6%	-7	O=C1c2cnc3nc(SCc4ccccc4)nn3c2CC2c3ccccc3CCN12 (stereo unspecified)
?	.	Cc1cc(C)nc(NC(N)=NC2CCCCC2)n1
11%	-16	Cc1cc(C)n(-c2ccc(C(=O)Nc3ccccn3)cc2)n1
3%	27	Cn1c(-c2cnn(-c3ccccc3)c2N)n[nH]c1=S
?	.	COc1ccc(CCN(C)C(=S)Nc2cccc(C)c2)cc1OC
i	.	O=C(Nc1sccc1C(=O)NCc1ccco1)c1cccnc1
?	.	O=C(/C=C/c1ccco1)Nc1ccc2c(c1)OCCO2
-6%	-4	CC(=O)N(C)c1ccc(NC(=O)c2ccco2)cc1
8%	3	Cc1cc(C)cc(C(=O)NCC(=O)NCc2ccc(S(N)(=O)=O)cc2)c1
?	.	COc1ccc(S(=O)(=O)NCC2CCC(C(=O)NCC(OC)OC)CC2)cc1 (stereo unspecified)
3%	-3	CC1C(=O)CCN(C(C)(C)C)C1C (stereo unspecified)
?	.	COc1ccc(CNS(=O)(=O)c2ccc(-c3ccc(=O)[nH]n3)o2)cc1

# Brought forward from above: five entries; new compounds follow.
S3 lipid droplet	S3 lipid droplet cell count max	Compound
-6%	-4	CC(=O)N(C)c1ccc(NC(=O)c2ccco2)cc1
8%	3	Cc1cc(C)cc(C(=O)NCC(=O)NCc2ccc(S(N)(=O)=O)cc2)c1
?	.	COc1ccc(S(=O)(=O)NCC2CCC(C(=O)NCC(OC)OC)CC2)cc1 (stereo unspecified)
3%	-3	CC1C(=O)CCN(C(C)(C)C)C1C (stereo unspecified)
?	.	COc1ccc(CNS(=O)(=O)c2ccc(-c3ccc(=O)[nH]n3)o2)cc1
-1%	-12	CC(=O)Nc1ccc(S(=O)(=O)NCC(=O)OCC(=O)N2CCN(c3ccccc3)CC2)cc1
?	.	CC(=O)Nc1nc(-c2cccc3ccccc23)cs1
11%	9	O=C(NCc1ccccc1)c1cc(-c2cccc(O)c2)on1
?	.	Cc1cc(-n2c(C)cc(C(=S)N3CCOCC3)c2C)ccc1Br
4%	3	COc1ccccc1C1CCN(C(=O)c2cccc([N+](=O)[O-])c2)CC1
1%	-5	O=C(NC(C(=O)N/N=C/c1ccncc1)c1n[nH]c(=O)c2ccccc12)c1ccccc1 (stereo unspecified)
0%	-13	Cc1ccc(-c2nc3c(c(=O)c4ccccc4n3C)c(=O)n2-c2ccc(F)cc2)cc1
24%	2	C/C(CCN1CCCCc2nc(C)c(C)cc21)=N\O[C@H](C)c1cn([C@H](CO)Cc2ccccc2)nn1
?	.	O=C/C=C/c1coc2ccc3ccccc3c2c1=O
-3%	-7	COc1ccc(C2Nc3ccc(Br)cc3C(c3ccccc3)N2CC(=O)O)cc1 (stereo unspecified)
?	.	c1ccc(-c2csc(Nc3ccc4c(c3)OCCO4)n2)cc1
?	.	Cc1cnc(C(=O)OCC(=O)Nc2ccc(Br)c(C)c2)cn1
0%	3	Cc1cc(OCC(=O)N(Cc2ccco2)C2CCS(=O)(=O)C2)cc(C)c1Cl (stereo unspecified)
?	.	Cc1ccc(S(=O)(=O)N2CCOCC2)cc1NC(=O)COC(=O)CNC(=O)c1ccc(Cl)cc1Cl
-8%	-1	CCOc1nc(NCCO)nc(Nc2ccc([N+](=O)[O-])cc2)n1
6%	18	O=C(O)/C=C/C(=O)Nc1nccs1
-8%	-16	CCOc1ccc(N(CC(=O)NCc2ccco2)S(C)(=O)=O)cc1
?	.	CCn1c(COc2ccc(C)cc2)nnc1SCC(=O)Nc1ccc(S(N)(=O)=O)cc1
13%	.	CN1C(N)=NC(=O)/C1=C/c1ccccc1F
?	.	CCN(CC)CCOC(=O)c1ccc(N/C=C(/C#N)c2nc(-c3cc4ccccc4oc3=O)cs2)cc1
10%	-1	COc1ccc2c(c1)c(C(=O)CN1CCc3ccccc3C1)c(C)n2C
?	.	CCOC(=O)c1c(C)oc2c1c(C=NCc1ccccn1)c(O)c1ccccc12
i	-10	CCCCn1c(N)c(N(CC(C)C)C(=O)C2CCN(C(=O)c3ccc(Cl)cc3)CC2)c(=O)[nH]c1=O
?	.	COc1ccc(-c2csc(NC(=O)Nc3ccccc3)n2)cc1

# 4 of the compounds above, with bars between the fields.
SMILES | S3 lipid droplet | S3 lipid droplet cell count max
O=C(NC(C(=O)N/N=C/c1ccncc1)c1n[nH]c(=O)c2ccccc12)c1ccccc1 (stereo unspecified) | 1% | -5
Cc1ccc(-c2nc3c(c(=O)c4ccccc4n3C)c(=O)n2-c2ccc(F)cc2)cc1 | 0% | -13
C/C(CCN1CCCCc2nc(C)c(C)cc21)=N\O[C@H](C)c1cn([C@H](CO)Cc2ccccc2)nn1 | 24% | 2
O=C/C=C/c1coc2ccc3ccccc3c2c1=O | ? | .

# Carrying on:
S3 lipid droplet	S3 lipid droplet cell count max	Compound
?	.	COC(=O)c1[nH]c2ccccc2c1NC(=O)CN1CC(C)OC(C)C1 (stereo unspecified)
-6%	-8	COc1ccc(/C=C/C(=O)O)cc1S(=O)(=O)NCc1cccnc1
?	.	Cc1cccc(NC(=O)CNC(=O)N2CC(=O)Nc3ccccc32)c1C
7%	.	O=C(COC(=O)c1cnccn1)NC(=O)c1ccccc1
?	.	Cc1onc(-c2ccccc2Cl)c1C(=O)NCC1CCCO1 (stereo unspecified)
-11%	11	COc1ccccc1/C=C1\SC(=S)N(NS(=O)(=O)c2ccc(C)cc2)C1=O
?	.	COc1ccccc1C(=O)Nc1nc2cc3c(cc2s1)OCO3
?	.	CC(C)Oc1ccccc1C1CC(=O)Nc2cc3c(cc21)OCCO3 (stereo unspecified)
1%	3	O=C(CCN1CCOCC1)NNC(=O)Nc1cccc([N+](=O)[O-])c1
?	.	O=C(NC1=NCCS1)c1cccc2ccccc12
2%	0	CC1Cn2c(COc3ccccc3)nnc2S1 (stereo unspecified)
-1%	8	O=[N+]([O-])c1cc(C(F)(F)F)c(Cl)cc1N1CCN(CCO)CC1

# Structural class: the compounds so far containing bromine
S3 lipid droplet	S3 lipid droplet cell count max	Compound
?	.	Cc1cc(-n2c(C)cc(C(=S)N3CCOCC3)c2C)ccc1Br
-3%	-7	COc1ccc(C2Nc3ccc(Br)cc3C(c3ccccc3)N2CC(=O)O)cc1 (stereo unspecified)
?	.	Cc1cnc(C(=O)OCC(=O)Nc2ccc(Br)c(C)c2)cn1

# Remaining list, next part.
S3 lipid droplet	S3 lipid droplet cell count max	Compound
i	.	Cc1cc(C)cc(NC(=O)C(OC(=O)c2ccc(NC(=O)CC#N)cc2)c2ccccc2)c1 (stereo unspecified)
i	.	Cc1c(NC(=O)CSc2ccccc2F)c(=O)n(-c2ccccc2)n1C
?	.	COC(=O)CC1COc2ccccc2N1C(=O)c1ccc(Br)cc1 (stereo unspecified)
?	.	COc1ccc(C(CNC(=O)C(C)Oc2ccc(Br)cc2)N2CCCCC2)cc1 (stereo unspecified)
i	22	Cc1ccccc1NC(=O)CN1C(=O)CSc2ccc(S(=O)(=O)N3CCCCC3)cc21
0%	17	C=CCNC(=O)C(=O)N/N=C/c1cccc(Br)c1
8%	0	COc1ccc(-c2csc(COC(=O)C(C)(C)C)n2)cc1
19%	-1	CCn1c(SCc2c(Cl)cccc2Cl)nnc1-c1nn(-c2ccccc2)ccc1=O
24%	7	Cc1cc(OC(=O)c2cccc(C(F)(F)F)c2)c([N+](=O)[O-])c(=O)[nH]1
0%	6	O=C(C1CCCCC1)N1CCN(C(=O)C2CCCCC2)CC1
0%	-7	CC(C)(C)C(=O)Cn1ncc(N2CCCC2)c(Br)c1=O
0%	3	Fc1ccc(CNC(=S)NCc2ccc(F)cc2)cc1
-1%	-17	Cc1ccc(SCC(=O)NC(=O)Nc2ccc3c(c2)OCCO3)c(C)c1
i	.	CCc1nc(SCc2ccccc2)n[nH]1
?	.	CCOC(=O)Cn1c(=N)n(CCOc2ccc3ccccc3c2)c2ccccc21
?	.	Cc1cc(Cn2nnc(-c3ccc(Br)cc3)n2)cc(C)c1O
i	10	CCC(C)[C@H](NC(=O)C1CC(=O)N(c2ccc3c(c2)OCO3)C1)C(=O)NC1CCCCC1 (stereo partly specified)
?	.	Cn1sc(NC(=O)c2cccc(Cl)c2)nc1=O
3%	-14	CCCc1nc2ccccc2c(=O)n1NC(=O)c1c(O)c2ccccc2[nH]c1=O
?	.	CC(C)[C@H](NC(=O)[C@@H]1CSC2c3ccccc3C(=O)N21)C(=O)N1CCCCC1 (stereo partly specified)
?	.	CC(OC(=O)c1ccc2ncsc2c1)C(=O)Nc1cccc(Cl)c1 (stereo unspecified)
?	.	COc1ccc(C2SCCN2C(=S)Nc2cccc(Cl)c2)cc1 (stereo unspecified)
?	.	COc1ccc(C2(C)NC(=O)N(CC(=O)Nc3ccc(-c4nc5ccc(C)cc5s4)cc3)C2=O)cc1 (stereo unspecified)
-16%	6	C[C@H](C(=O)O)c1cccc(C(=O)c2ccccc2)c1
?	.	CCCc1c(C(=O)NNc2ccc(C)cc2)cnn1-c1ccccc1
i	3	Cc1ccnc(NC(=O)c2ccc3c(c2)C(=O)N(CC(C)C)C3=O)c1
?	.	CC(C)NC(=O)CN(Cc1ccc(F)cc1)C(=O)CCC(=O)Nc1ccccn1
4%	28	Cc1cccnc1CN1CCN(Cc2nc(Cc3cccc(F)c3)no2)CC1
5%	0	CCOc1ccccc1N(CC(=O)NCCSc1ccccc1)S(C)(=O)=O
?	.	COc1cc(C(=O)Nc2cc(S(C)(=O)=O)ccc2Cl)ccc1OCC(=O)N1CCOCC1
22%	4	COCCCN1C(=O)/C(=C\c2ccc3c(c2)OCO3)C(C(=O)OC)=C1C
1%	0	Cc1ccc(S(=O)(=O)N2CCN(C(=O)COC(=O)c3ccc(Br)o3)CC2)c(C)c1

# From PubChem BioAssay

# The list is partial (hit frequency here may not be typical).
